STAT1 act – STAT1 signaling activators, primary screen, cell-based, HTS, luciferase reporter. activation (% of control), % at 5.5 µM. NIH 3T3 STAT1-luciferase reporter, IFN-gamma, luminescence; 100% = IFN-gamma alone, no compound. 200,000 compounds, 2.6% hits;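 active = activation above the screen-wide mean activation plus 3 SD, cut at about 130% in these data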;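 note: raw ratio to IFN-gamma control signal so 100% means no change and 0% no light; values of inactives mirror those of a sister screen read the other way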
STAT3 blocker – IL-6 driven STAT3 reporter inhibitors, primary screen, U3A cells, luciferase, luminescence, MLSCN library. IL-6 STAT3-luciferase reporter; host cell line lacks STAT1. inhibition, % at 5.5 µM. 190,000 compounds, 0.89% hits. AID 862, 2007;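 active = inhibition above the mean inhibition across all screened compounds plus 3 SD, cut at about 44% in these data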;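 note: 0% = DMSO only wells and 100% = 100 µM nifuroxazide control wells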
STAT1 blocker – STAT1 signaling inhibitors, primary screen, cell-based, HTS, luciferase reporter | AID 920, 2007 | 200,000 compounds, 0.35% hits | NIH 3T3 STAT1-luciferase reporter, IFN-gamma, luminescence | inhibition, % at 5.5 µM;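 active = inhibition above a set limit, the mean inhibition across all tested compounds plus 3 SD, cut at about 34% in these data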;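 note: 0% = IFN-gamma with DMSO and 100% = IFN-gamma with 300 µM nifuroxazide; values of inactives mirror those of a sister screen read the other way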
ROMK primary – ROMK potassium channel modulators, primary screen, cell-based, thallium flux, MLSMR library; ATP-sensitive inward rectifier potassium channel 1 (Homo sapiens), P48048; Tet-inducible ROMK, thallium flux fluorescence; actives lie on both sides; B-score at 10 µM; 130,000 compounds, 2% hits; AID 1918, 2009;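 active = signal ratio slope over the read window, or its plate-corrected B-score, at least 3 SD from the plate mean, either direction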;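 note: B-score of the F/F0 ratio slope over 7 to 12 s after thallium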
Target sequence (P48048 whole entry, looked up): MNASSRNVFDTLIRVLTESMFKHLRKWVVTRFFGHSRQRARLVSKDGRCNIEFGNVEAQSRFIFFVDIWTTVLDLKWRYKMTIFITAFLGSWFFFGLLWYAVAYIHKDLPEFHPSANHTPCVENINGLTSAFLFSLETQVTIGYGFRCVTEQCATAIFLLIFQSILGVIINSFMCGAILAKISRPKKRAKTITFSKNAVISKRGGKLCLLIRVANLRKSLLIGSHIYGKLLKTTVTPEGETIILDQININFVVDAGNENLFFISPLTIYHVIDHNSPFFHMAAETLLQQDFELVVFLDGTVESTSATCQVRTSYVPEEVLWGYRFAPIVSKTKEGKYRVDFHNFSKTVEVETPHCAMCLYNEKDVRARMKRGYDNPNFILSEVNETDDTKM
FLuc inh counter – firefly luciferase enzyme inhibitors, primary screen, artefact control for luciferase-based inhibitor screens, biochemical, luminescence, ATPLite; 200,000 compounds, 1.5% hits; 10 min; Luciferin 4-monooxygenase (Photinus pyralis), P08659; AID 1006, 2008; inhibition, % at 10 µM;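 active = inhibition above about 50% when tested at 10 µM, limit read from the data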
Target sequence (P08659 whole entry, looked up): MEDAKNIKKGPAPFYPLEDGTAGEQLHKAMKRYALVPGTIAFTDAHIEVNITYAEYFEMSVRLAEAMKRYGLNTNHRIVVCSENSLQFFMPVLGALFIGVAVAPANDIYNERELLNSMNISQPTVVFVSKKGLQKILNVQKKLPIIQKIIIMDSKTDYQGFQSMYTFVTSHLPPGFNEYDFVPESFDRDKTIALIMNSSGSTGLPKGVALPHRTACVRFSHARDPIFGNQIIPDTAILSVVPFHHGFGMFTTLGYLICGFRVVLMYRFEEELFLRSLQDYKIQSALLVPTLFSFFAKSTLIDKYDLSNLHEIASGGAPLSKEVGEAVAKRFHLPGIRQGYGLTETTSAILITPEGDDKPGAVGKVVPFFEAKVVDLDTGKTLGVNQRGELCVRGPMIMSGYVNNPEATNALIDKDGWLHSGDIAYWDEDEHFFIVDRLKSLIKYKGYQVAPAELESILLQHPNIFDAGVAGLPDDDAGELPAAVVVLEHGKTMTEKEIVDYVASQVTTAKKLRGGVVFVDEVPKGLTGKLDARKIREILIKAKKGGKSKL
FLuc act counter – FLuc activators, initial screening, artefact control for FLuc-dependent activation tests, biochemical, ATPlite luminescence; 200,000 tested, under 10 active; ATPlite luciferase biochemical, 10 min; 0 = ATP-free wells, 1 = DMSO control; Luciferin 4-monooxygenase (Photinus pyralis), P08659; AID 1027, 2008; activation factor at 10 µM;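 active = luciferase activation factor, scaled between plate controls, of at least 2 with compound at 10 µM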
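Assay system: Luciferase/luciferin reagent mix; Medium: PBS as buffer for the ATP substrate; Dosing: test compounds dosed from 2 mM stocks in 100% DMSO; Times: 10 min, room temperature; Signal: luminescence from luciferase reaction; Read-out: luciferase activation; Controls: No-ATP low control, compound-free enzyme-plus-ATP high control.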
APP 5UTR inh – inhibitors of APP translation via 5'UTR reporter, primary screen, APP 5'UTR luciferase, SH-SY5Y cells | inhibition, % at 2 µM | SH-SY5Y APP 5'UTR-luciferase reporter, luminescence | AID 1285, 2008 | 190,000 compounds, 0.82% hits;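 active = inhibition above a set limit, derived from the sample mean plus 3 SD, cut at about 45% in these data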; note: values of inactives mirror those of a sister screen read the other way
APP 5'UTR act – activators of APP 5'UTR luciferase reporter, primary screen, SH-SY5Y cells; 190,000 compounds, 1% hits; AID 1276, 2008; activation, % at 2 µM; SH-SY5Y APP 5'UTR luciferase reporter, luminescence; zero percent = DMSO vehicle wells;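 active = activation above a set limit, based on mean plus 3 SD of controls, cut at about 140% in these data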; note: values of inactives mirror those of a sister screen read the other way
STAT3 act – IL-6 driven STAT3 reporter potentiators, primary screen, U3A cells, luciferase, luminescence, MLSCN library. IL-6 STAT3-luciferase reporter; 100% = signal with IL-6 EC80 alone. activation (% of control), % at 5.6 µM. 190,000 compounds, 0.91% hits. AID 871, 2007;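 active = activation above the screen-wide mean of compound activation plus 3 SD, cut at about 130% in these data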;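 note: 0% = background luminescence of wells with medium and substrate only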
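Material: STAT3-luciferase reporter U3A cells; Probe or stimulus: IL-6 (33 ng/mL); Incubation: compound pre-incubation 1 h before IL-6, then 6 h stimulation at 37 °C; Technique: luminescence from STAT3-driven luciferase reporter; Evaluation: % activation versus median of IL-6-stimulated wells; Controls: IL-6-only high control.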
NF-kB expr up – activators of NF-kB expression in neurons, primary screen, cell-based, HTS. human neuronal cells, NF-kB reporter expression; hits give high values. 190,000 compounds, 1.6% hits. fold change at 12.5 µM. AID 1239, 2008; in the data active = fold change above about 3.3
* marks the source's active call; other numbers are inactive results; x = no result given. Compounds as they come. Share with any hit: about 7.1%.

SMILES | STAT1 act | STAT3 blocker | STAT1 blocker | ROMK primary | FLuc inh counter | FLuc act counter | APP 5UTR inh | APP 5'UTR act | STAT3 act | NF-kB expr up
NC(=O)c1ccccc1NC(=O)/C=C/c1c(Cl)cccc1Cl | 125.8 | 11.8 | -28.6 | x | 30.7 | 0.7 | -106.9 | 106.9 | 99.5 | 2.41
O=C(CSCC(=O)N1CCCc2ccccc21)Nc1nc(-c2ccccc2)cs1 | 98.5 | 0.5 | 1.6 | -2.68 | -7.6 | 1.1 | -18.6 | 18.6 | 99.5 | 1.26
CCOC(=O)c1cc2cc(C)ccc2[nH]1 | 110.9 | 28.6 | -11.9 | -0.715 | 1.3 | 1 | -44.1 | 44.1 | 82.6 | 1.71
CCOC(=O)c1nnn(-c2nonc2N)c1CN(CC)CC | 95.5 | 10.5 | 4.9 | x | -2.9 | 1 | -3.7 | 3.7 | 96.5 | 1.22
CCOc1cc(C)c(C(C)C)cc1S(=O)(=O)n1ccc(C)n1 | 98.5 | -0.8 | 1.6 | x | -4.4 | 1 | -14.0 | 14.0 | 104.3 | 0.99
Cc1ccnc(-n2c(C)cc(C=O)c2C)c1 | 104.9 | 4.3 | -5.6 | -0.00209 | -3.4 | 1 | -10.9 | 10.9 | 101.2 | 1.09
NC1=NC(=O)C(Cc2cccc(Cl)c2)S1 (configuration not stated) | 107.9 | -7.0 | -8.9 | -2.18 | 3.1 | 1 | -11.8 | 11.8 | 103.8 | 1.09
CC(C)Cn1c(N)c(C(=O)NCc2cccs2)c2nc3ccccc3nc21 | 103.3 | -8.7 | -2.9 | x | -3.4 | 1 | 10.9 | -10.9 | 113.2 | 1
Cc1ccc(C2(C)NC(=O)N(CC(=O)Nc3cc(S(=O)(=O)N4CCOCC4)ccc3C)C2=O)cc1 (configuration not stated) | 105.1 | 2.7 | -5.8 | 0.147 | 1.8 | 1 | -11.0 | 11.0 | 101.7 | 1.09
CCN(CC)CCn1c2ccccc2c2nc(C)sc21 | 98.0 | -4.7 | 2.2 | x | -8.5 | 1.1 | 9.0 | -9.0 | 105.5 | 1.44
COc1ccccc1NS(=O)(=O)c1cc([N+](=O)[O-])ccc1N/N=C/c1c(C)[nH]c2ccccc12 | 104.0 | -25.0 | -4.3 | -0.962 | -9.2 | 1.1 | 2.0 | -2.0 | 127.4 | 1.13
O=C(Nc1ccc(N2CCN(C(=O)c3ccco3)CC2)cc1)c1ccc(F)cc1 | 98.1 | 10.2 | 3.4 | x | -2.3 | 1 | 6.5 | -6.5 | 95.1 | 1.44
COc1ccc(C(c2nnnn2C(C)(C)C)N2CCN(c3nc4ccccc4s3)CC2)cc1OC (configuration not stated) | 98.6 | 3.4 | 2.9 | x | -4.7 | 1 | -4.2 | 4.2 | 100.8 | 0.56
Cc1ccc(S(=O)(=O)N/N=C\c2cn(-c3ccccc3)nc2-c2ccccc2)cc1 | 111.0 | 8.8 | -12.2 | 1.77 | 0.0 | 1 | -30.2 | 30.2 | 98.3 | 1.48
Cc1ccc(C(=O)CSc2nnc(-c3c[nH]c4ccccc34)o2)cc1 | 96.5 | 2.6 | 4.0 | x | -1.1 | 1 | -22.4 | 22.4 | 100.2 | 1.63
c1nc2sc3c(c2c2nnnn12)CCC3 | 100.2 | 11.5 | -0.3 | x | -8.3 | 1.1 | 0.1 | -0.1 | 94.0 | 1.12
O=S(=O)(NCc1ccccc1Cl)c1cccs1 | 99.1 | 20.5 | 0.2 | 0.446 | -7.5 | 1.1 | -22.7 | 22.7 | 91.1 | 1.38
C=CCNC(=S)NNC(=O)c1ccc2c(c1)OCO2 | 99.4 | -2.1 | 0.6 | -0.16 | -0.5 | 1 | -2.8 | 2.8 | 108.5 | 1.24
COc1cc(C(c2sc3nc(C)nn3c2O)N2CC(C)CC(C)C2)cc(OC)c1OC (configuration not stated) | 105.1 | -8.7 | -5.7 | x | -4.6 | 1 | 10.6 | -10.6 | 111.7 | 0.87
Cc1ccc(-c2nnn(CC(=O)N(c3cnc4ccccc4c3)C(C(=O)NC3CCCC3)c3ccncc3)n2)o1 (configuration not stated) | 96.5 | -6.0 | 3.8 | -0.436 | 1.1 | 1 | -0.9 | 0.9 | 104.6 | 1.09
CC(c1nnc(SCC(=O)NC(=O)NCc2ccco2)n1-c1ccc(Cl)cc1)N(C)C (configuration not stated) | 94.9 | -7.5 | 5.6 | 1.42 | -8.0 | 1.1 | -6.9 | 6.9 | 110.5 | 1.05
O=C1c2ccncc2C(=O)N1C1CCCCC1 | 93.1 | -0.8 | 7.6 | -0.229 | -9.4 | 1.1 | 11.7 | -11.7 | 103.2 | 1.32
COc1ccc(CC(=O)Nc2cccc(C(=O)Nc3cccc(C)c3)c2)cc1 | 98.5 | 28.7 | 0.2 | -0.17 | 1.8 | 1 | -2.2 | 2.2 | 79.7 | 1.38
Cc1ccccc1-c1nnc2c3ccccc3c(C)nn12 | 110.7 | 10.9 | -7.5 | -0.226 | -5.4 | 1.1 | -3.9 | 3.9 | 92.1 | 1.22
CCCCSc1nc(C)c(CC(=O)O)c(=O)[nH]1 | 109.4 | 11.1 | -11.2 | x | -9.6 | 1.1 | -50.7 | 50.7 | 95.9 | 1.1

In the list so far, 2 contain two or more sulfur atoms:
SMILES | STAT1 act | STAT3 blocker | STAT1 blocker | ROMK primary | FLuc inh counter | FLuc act counter | APP 5UTR inh | APP 5'UTR act | STAT3 act | NF-kB expr up
O=C(CSCC(=O)N1CCCc2ccccc21)Nc1nc(-c2ccccc2)cs1 | 98.5 | 0.5 | 1.6 | -2.68 | -7.6 | 1.1 | -18.6 | 18.6 | 99.5 | 1.26
O=S(=O)(NCc1ccccc1Cl)c1cccs1 | 99.1 | 20.5 | 0.2 | 0.446 | -7.5 | 1.1 | -22.7 | 22.7 | 91.1 | 1.38

Next part
SMILES | STAT1 act | STAT3 blocker | STAT1 blocker | ROMK primary | FLuc inh counter | FLuc act counter | APP 5UTR inh | APP 5'UTR act | STAT3 act | NF-kB expr up
O=C(c1oc(=O)c2ccccc2c1-c1ccccc1)N1CCOCC1 | 105.7 | 8.2 | -6.3 | -0.342 | -10.7 | 1.1 | -9.0 | 9.0 | 97.4 | 1.12
CCOc1ccc(N(CC)S(=O)(=O)c2ccc3c(c2)n(C)c(=O)c(=O)n3C)cc1 | 98.6 | 3.2 | 1.5 | x | -6.5 | 1.1 | -1.8 | 1.8 | 105.0 | 1.74
CC1=C(C#N)C(NC(=O)C2CC2)(C(F)(F)F)C(=O)N1 (configuration not stated) | 101.4 | -5.3 | -1.0 | 0.083 | -9.3 | 1.1 | -10.2 | 10.2 | 105.6 | 1.3
O=C(N/N=C/C=C\c1ccco1)c1cccnc1 | 100.7 | 8.5 | -0.8 | x | -3.9 | 1 | 18.0 | -18.0 | 95.9 | 1.3
O=C(CSc1cn(CC(=O)N2CCCCC2)c2ccccc12)NCC1CCCO1 (configuration not stated) | 103.1 | 7.5 | -3.1 | 0.5 | -1.7 | 1 | 1.5 | -1.4 | 100.8 | 0.93
Cc1sc2nc(SCC(=O)N3CCOCC3)[nH]c(=O)c2c1C | 101.1 | -2.6 | -0.2 | x | 3.9 | 1 | -3.9 | 3.9 | 102.2 | 1.24
Fc1ccc(OCCOCCNCC2CCCO2)cc1 (configuration not stated) | 97.4 | -1.4 | 2.8 | -0.0631 | -0.8 | 1 | -6.6 | 6.6 | 103.5 | 0.96
CCOc1ccc(OCC)c(S(=O)(=O)N2CCCCC2C)c1 (configuration not stated) | 84.3 | 0.8 | 17.4 | x | -7.6 | 1.1 | -6.8 | 6.8 | 99.9 | 1.08
COCCn1c(SCc2ccccc2F)nc2ccccc2c1=O | 86.4 | 3.0 | 14.2 | -1.49 | -1.6 | 1 | -27.3 | 27.3 | 104.1 | 1.15
Cn1nnnc1SCc1nc2ccccc2s1 | 111.2 | -43.3 | -12.2 | 0.859 | -5.5 | 1.1 | -36.2 | 36.2 | 139.2* | 1.7
COc1ccc(OC)c(NC(=O)COC(=O)c2ccc(S(=O)(=O)N3CCOCC3)cc2)c1 | 101.7 | 4.9 | -1.3 | x | -5.3 | 1.1 | -30.8 | 30.8 | 101.2 | 1.23
C=CCOC(=O)C1=C(C)NC(SCC(=O)NC(=O)OCC)=C(C#N)C1c1cccnc1 (configuration not stated) | 96.8 | 5.0 | 3.4 | -0.539 | 0.6 | 1 | -3.9 | 3.9 | 97.3 | 0.92
CCOC(=O)c1cn2cccnc2n1 | 96.9 | 7.8 | 3.3 | -0.694 | -3.2 | 1 | 2.3 | -2.3 | 98.3 | 0.92
O=C(Cn1cnnn1)Nc1ccccc1Cc1ccccc1 | 95.0 | 6.2 | 5.4 | -0.507 | x | x | -8.4 | 8.4 | 98.2 | 0.99
Cc1cc(-c2csc3nc[nH]c(=S)c23)cc(C)c1C | 85.8 | 10.7 | 13.6 | 5.18* | -7.5 | 1.1 | -7.3 | 7.3 | 95.4 | 0.67
Cc1ccc(-c2c3c(=O)n(C)c(=O)n(C)c3cn2-c2ccccc2O)cc1 | 99.7 | -5.9 | 1.0 | x | -3.0 | 1 | -3.3 | 3.3 | 110.8 | 1.21
C/C(=C\C(=O)O)CC(=O)O | 91.0 | 8.6 | 9.8 | 0.457 | -7.5 | 1.1 | -14.2 | 14.2 | 93.1 | 1.05
CC(C)(C)NCc1cc(Cl)ccc1OCc1ccccc1F | 93.1 | 4.1 | 7.6 | 0.00116 | -8.7 | 1.1 | 2.6 | -2.6 | 104.8 | 0.98
CCCCOc1ccc(N(CC(=O)NCC2CCCO2)C(=O)CCC(=O)Nc2nccs2)cc1 (configuration not stated) | 89.2 | 3.3 | 9.7 | -0.294 | -4.3 | 1 | -13.1 | 13.1 | 100.1 | 0.97
COC(=O)c1[nH]c2ccc(Br)cc2c1NC(=O)CN1CCCc2ccccc21 | 96.6 | -34.0 | 3.8 | x | -7.7 | 1.1 | 10.1 | -10.1 | 129.9 | 0.65
O=C(O)CCCNC1=NCCC1 | 98.0 | -1.4 | 0.4 | 1.08 | -6.5 | 1.1 | -12.4 | 12.4 | 104.9 | 1.39
Cc1ccc(C2=NN(C(=O)CCC(=O)O)C(c3cn(-c4ccccc4)nc3-c3ccc(C)cc3)C2)cc1 (configuration not stated) | 98.6 | 0.8 | -0.5 | -0.0153 | -6.5 | 1.1 | 5.7 | -5.7 | 105.0 | 1.26
COc1cc(OC)nc(NC2OC(=O)c3ccccc32)n1 (configuration not stated) | 98.9 | 4.5 | 1.2 | x | -3.7 | 1 | -8.1 | 8.1 | 99.7 | 1.23

From PubChem
